# core dimer inh: HCV core protein dimerization inhibition. TR-FRET GST/Flag-core106 dimerization, 1536-well. inhibition, % at 5 µM. hit rate 0.33% among 300,000. AID 1899;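 active = inhibition above the mean of all tested compounds plus 3 SD, set per screening campaign, cut at about 45% in these data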
#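 System – GST-tagged and Flag-tagged HCV core protein residues 1-106 · Repeats – one well for each compound · Technique – TR-FRET 671 and 617 nm emission · Doses – one concentration, 5 µM, in 0.5% DMSO · Times – 4 h, 22.5 °C incubation · Also added – Eu donor and XL665 acceptor anti-tag antibodies · Measure – percent inhibition of core106 dimerization signal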
# PP5 primary: inhibitors of human protein phosphatase 5 (PP5); purified PP5c, OMFP substrate fluorescence; inhibition, % at 6.7 µM; hit rate 0.18% among 320,000; P53041; AID 1987;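 active = inhibition above the campaign's mean inhibition across all tested compounds plus 3 SD, cut at about 9.5% in these data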;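 also: 0% = DMSO only and 100% = 100 µM cantharidin control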
# Fh CTSL1 inh: blocks F. hepatica cathepsin L1 in PFM18AAP counter-screen | recombinant F. hepatica cathepsin L1, Z-Leu-Arg-MCA fluorescence | inhibition, % at 5.96 µM | hit rate 0.49% among 300,000;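 active = inhibition above the mean of all tested compounds plus 3 SD, set per screening campaign, cut at about 17% in these data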;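 also: 0% = plate median of test compound wells and 100% = 1 µM Z-Phe-Ala-diazomethylketone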
# Efflux pump inh: antifungal efflux pump inhibition, Nile Red retention | S. cerevisiae Candida pump triplex | inhibition, % at 10 µM | hit rate 0.44% among 330,000;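 active = plate passing quality check with inhibition over a set limit, or well fluorescence over plate mean plus 4 SD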;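 also: Nile Red retained in pooled yeast measured as flow cytometry median fluorescence; 0% = buffer negative control and 100% = Enniatin B positive control; higher means more Nile Red kept so more efflux inhibition; some compounds called inactive have numbers as strong as hits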
# PREPL inh: inhibits the human prolyl oligopeptidase-like enzyme. recombinant PREPL, fluorescence polarization activity-based probe. inhibition, % at 5.96 µM. hit rate 0.68% among 320,000. Q4J6C6; in the data active = inhibition above about 43%;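 also: 0% = enzyme with DMSO and 100% = wells lacking enzyme; many of its hits are not listed in these tables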
# PP1 inh: PP1-alpha (human) inhibition in PP5 counter-screen; purified PP1alpha, OMFP fluorescence; AID 2235; hit rate 0.9% among 320,000; inhibition, % at 6.7 µM;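 active = inhibition above the mean inhibition of all tested compounds plus 3 SD, computed separately for each screening campaign, cut at about 15% in these data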
# Target sequence (P62136 whole entry, looked up): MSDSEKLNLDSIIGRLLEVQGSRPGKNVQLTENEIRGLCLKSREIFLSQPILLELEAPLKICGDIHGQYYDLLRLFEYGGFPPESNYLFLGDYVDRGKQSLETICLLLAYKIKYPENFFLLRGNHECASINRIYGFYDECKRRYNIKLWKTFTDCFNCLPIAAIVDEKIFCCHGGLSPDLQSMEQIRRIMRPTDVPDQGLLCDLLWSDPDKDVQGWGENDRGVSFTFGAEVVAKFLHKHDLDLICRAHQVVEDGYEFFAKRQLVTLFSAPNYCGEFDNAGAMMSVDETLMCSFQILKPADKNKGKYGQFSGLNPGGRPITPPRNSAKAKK
# JMJD2C inh: blocks human GASC-1 demethylase activity. Q9H3R0. AID 2099. inhibition, % at 2.35 µM. GST-JMJD2C(1-420) H3K9me3 demethylation, DELFIA europium. hit rate 0.069% among 330,000;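 active = more than half of a compound's replicate wells show inhibition beyond 50%, single wells judged on their own value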;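 also: signal counts dimethyl H3K9 product captured on neutravidin plate; 0% = median of DMSO wells and 100% = 0.3 times that DMSO median; strong numbers were not always called active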
# Target sequence (Q9H3R0 1-420 limits assumed): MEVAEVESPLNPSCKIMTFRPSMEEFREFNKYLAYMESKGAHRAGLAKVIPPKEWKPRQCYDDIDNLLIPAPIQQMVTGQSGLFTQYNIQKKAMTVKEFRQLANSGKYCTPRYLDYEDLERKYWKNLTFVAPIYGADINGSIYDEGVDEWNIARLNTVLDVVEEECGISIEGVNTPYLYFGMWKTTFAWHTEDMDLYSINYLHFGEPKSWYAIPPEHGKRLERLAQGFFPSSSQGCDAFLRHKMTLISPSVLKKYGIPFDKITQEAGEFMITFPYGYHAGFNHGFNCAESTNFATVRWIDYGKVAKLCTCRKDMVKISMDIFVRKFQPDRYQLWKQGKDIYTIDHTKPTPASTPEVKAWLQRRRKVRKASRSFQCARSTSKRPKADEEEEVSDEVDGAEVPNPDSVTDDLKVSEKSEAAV
# TPT1 inh: inhibitors of Candida albicans tRNA 2'-phosphotransferase TPT1; recombinant caTPT1, FP RNA substrate dephosphorylation; inhibition, % at 5 µM; hit rate 0.81% among 300,000; AID 1962;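 active = inhibition above the mean of all tested compounds plus 3 SD, set per screening campaign, cut at about 24% in these data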;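 also: plate controls were DMSO alone for no effect and ferristatin control at 100 nM for full effect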
# LYPLA2 inh: LYPLA2 (human) inhibition in PME1 counter-screen. recombinant LYPLA2, FP-Rh probe fluorescence polarization. inhibition, % at 5.9 µM. hit rate 0.38% among 320,000. AID 2177;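 active = inhibition above the screen-wide mean plus 3 SD, limit set per campaign, cut at about 26% in these data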;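 also: 0% = LYPLA2 with DMSO and 100% = wells lacking LYPLA2 enzyme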
# Target sequence (O95372 whole entry, looked up): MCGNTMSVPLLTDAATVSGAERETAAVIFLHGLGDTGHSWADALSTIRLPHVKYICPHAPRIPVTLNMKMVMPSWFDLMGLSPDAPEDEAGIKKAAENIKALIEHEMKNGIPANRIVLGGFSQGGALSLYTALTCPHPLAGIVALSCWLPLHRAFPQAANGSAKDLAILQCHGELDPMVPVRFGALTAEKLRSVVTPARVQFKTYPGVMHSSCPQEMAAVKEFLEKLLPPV
# * marks the source's active call; other numbers are inactive results; / = no result given. This is a subset; rates above refer to the full screens.
cpd	mol	core dimer inh	PP5 primary	Fh CTSL1 inh	PP1 inh	JMJD2C inh	PREPL inh	TPT1 inh	Efflux pump inh	LYPLA2 inh
1	CCOC(=O)N1CCC(NC(=O)c2ccc3c(c2)sc2nc(-c4ccc(OC)cc4)cn23)CC1	9	0.7	-2	-5	5	-4	1	-0.1	-1
2	COc1ccc(C)cc1NC(=O)CCNS(=O)(=O)c1ccc2c(c1)CC(C)N2C(C)=O (stereo not given)	-4	-1.7	1	-3	-30	6	-2	0.0	1
3	O=S(=O)(NN=C1CCCCC1)c1ccccc1	-2	2.4	-4	-6	-39	8	1	0.6	-6
4	OC(CCCN1CCCCC1)(c1ccccc1)c1ccccc1	3	0.3	2	-2	-1	15	-5	0.1	5
5	O=C(Nc1ccccc1C(=O)Nc1nnc(C(F)(F)F)s1)c1ccccc1Cl	22	6.4	0	12	6	5	-2	-0.1	-26
6	O=c1c2ccccc2ncn1C1CCCCC1	-1	4.5	-3	-1	13	4	-1	-0.1	3
7	CCc1nnc(NC(=O)NC(C)(C)C)s1	-5	2.1	-2	1	-3	1	1	0.0	3
8	Cc1nc(-c2cc(-c3nc(-c4ccc(C(C)(C)C)cc4)no3)no2)cs1	1	1.2	-1	0	2	11	5	0.1	-2
9	CCOc1ccc2ccccc2c1/C=N/NC(=O)CNC(=O)Cc1ccccc1	-4	-0.2	1	5	15	3	6	0.1	-1
10	C=CCn1c2ccccc2c2nnc(SCN3C(=O)c4ccccc4C3=O)nc21	34	3.4	7	8	3	-24	4	0.4	-2
11	CC(C)Cc1ccc(C(C)C(=O)OCC(=O)c2c[nH]c3ccccc23)cc1 (stereo not given)	3	2.0	3	2	-5	-8	2	-0.1	-38
12	Cc1cc(C)nc(N2CCN(S(=O)(=O)c3ccc(F)cc3)CC2)n1	10	2.0	3	0	-1	11	1	0.1	-3
13	O=C(CSCc1c[nH]c(=O)[nH]c1=O)OCC(=O)c1ccc(Br)cc1	0	-0.1	-12	-5	-1	-20	-1	0.0	-6
14	CCC(C(=O)Nc1ccc2c(c1)OCCO2)n1nnc2ccccc2c1=O (stereo not given)	2	3.3	-11	0	10	-3	-4	0.0	3
15	CCOC(=O)C1CCN(Cc2cccc(Oc3ccccc3)c2)CC1	11	2.2	3	-1	4	7	-5	0.0	10
16	COc1ccc(-c2cn(Cc3cccc(OC)c3)nn2)cc1	10	0.5	-1	-1	-2	-1	-1	0.1	-1
17	COc1ccccc1C(=O)N(NC(=O)Oc1ccccc1)C(C)(C)C	3	0.8	-2	0	6	-2	-2	5.8*	0
18	O=C(O)c1cc(-c2ccc(/C=N/NC(=S)Nc3ccccc3)o2)ccc1Cl	-2	-0.2	1	0	-18	15	-1	-0.1	1
19	O=C(Nc1ccc2c(c1)OCO2)C1CCCN(S(=O)(=O)Cc2ccccc2)C1 (stereo not given)	-1	0.1	0	3	40	7	-1	-0.2	1
20	O=C(N/N=C/c1cccs1)c1ccc2ccccc2c1	-11	4.1	8	2	-24	20	-3	-0.2	-2
21	Cc1ccc(C(=O)CSc2nc(C)cc(C)c2C(N)=O)cc1	7	2.1	13	3	2	0	2	-0.1	5
22	CCCCN(C(=O)c1nn(C)c(=O)c2ccccc12)c1c(N)n(CC(C)C)c(=O)[nH]c1=O	/	1.1	/	-4	/	0	/	0.1	-4
23	Cc1ccc(-c2csc(NC(=O)C3CC=CCC3C(=O)O)c2C(=O)OC(C)C)cc1 (stereo not given)	18	4.3	-1	11	5	-9	-2	0.0	4
24	COc1cccc(OC)c1OCCCSc1nc(C)cc(=O)[nH]1	-6	-0.2	0	-4	-2	5	0	0.0	10

# One compound at a time, from the list above:
# CCCCN(C(=O)c1nn(C)c(=O)c2ccccc12)c1c(N)n(CC(C)C)c(=O)[nH]c1=O is listed with core dimer inh = /; PP5 primary = 1.1; Fh CTSL1 inh = /; PP1 inh = -4; JMJD2C inh = /; PREPL inh = 0; TPT1 inh = /; Efflux pump inh = 0.1; LYPLA2 inh = -4
# O=C(CSCc1c[nH]c(=O)[nH]c1=O)OCC(=O)c1ccc(Br)cc1 is listed with core dimer inh = 0; PP5 primary = -0.1; Fh CTSL1 inh = -12; PP1 inh = -5; JMJD2C inh = -1; PREPL inh = -20; TPT1 inh = -1; Efflux pump inh = 0.0; LYPLA2 inh = -6

# The results go on:
cpd	mol	core dimer inh	PP5 primary	Fh CTSL1 inh	PP1 inh	JMJD2C inh	PREPL inh	TPT1 inh	Efflux pump inh	LYPLA2 inh
25	OCC1(Cc2ccc(F)cc2)CCCN(Cc2ccc(F)cc2Cl)C1 (stereo not given)	-11	7.1	0	-2	-1	6	2	0.3	-5
26	Cc1ccc(NC(=O)C2c3ccccc3Oc3ccccc32)c(C)c1	14	0.8	-5	0	-3	-2	-2	-0.1	-9
27	O=C(Cn1cnc2ccccc2c1=O)N1CCN(c2ccc(F)cc2)CC1	-2	-7.0	5	-8	-9	-1	3	-0.1	-5
28	O=C(O)c1cccc(-n2c(O)c(C=C3N=c4ccccc4=N3)sc2=S)c1	5	-1.3	-2	0	12	19	14	0.0	4
29	COc1cccc(C(C(=O)NCc2ccco2)N(C(=O)Cn2nnc3ccccc32)C2CC2)c1OC (stereo not given)	-1	3.8	-3	-4	-10	6	2	0.1	1
30	Cc1ccc(C(=O)NCCSCc2ccc(Cl)cc2Cl)cc1[N+](=O)[O-]	8	3.2	4	4	-2	-10	-1	0.2	-8
31	Cc1ccc(O)c(N=NC2=C(O)CC(C)(C)CC2=O)c1	-15	0.8	6	0	31	-3	12	0.0	-14
32	COc1ccc(CNCCC(c2ccc(OC)cc2)c2ccccc2OC)cc1 (stereo not given)	-6	2.1	-4	2	18	-10	2	0.0	-3
33	O=C(Nc1ccccc1)N1CCN(Cc2ccc(Cl)cc2)CC1	6	-0.1	3	-4	8	0	0	0.1	1
34	Cc1nc2sc3c(c2c(=O)[nH]1)CCCC3	1	-1.5	0	-2	-10	0	2	-0.1	4
35	O=C1C(Cl)=C(N2CCCC2)C(=O)N1c1ccccc1F	3	0.3	6	-1	8	8	-3	0.0	5
36	COc1ccc(S(=O)(=O)N2CCCC(C(=O)NCCCn3ccnc3)C2)cc1OC (stereo not given)	10	-0.5	1	-4	-3	-2	-1	0.0	-3
37	COc1ccc(-c2cc(C(F)(F)F)nc(N3CCN(Cc4ccccc4)CC3)n2)cc1OC	5	5.7	4	-1	14	-37	4	0.2	-2
38	N#Cc1c(NC(=O)CSc2nc(-c3ccco3)cc(C(F)(F)F)n2)sc2c1CCCC2	22	0.2	-1	-3	-5	0	-5	0.1	7
39	N=C(CC1CC(=O)NC(=O)C1)C1=C(O)CCCC1=O	-10	0.5	0	-1	13	8	-3	-0.1	4
40	COc1ccc(S(=O)(=O)NCc2ccccn2)cc1NC(=O)c1ccccc1	-7	2.6	-7	2	7	-6	-2	-0.1	3
41	O=C(NNC(=O)c1cccnc1SCc1cccc([N+](=O)[O-])c1)c1cccnc1	-6	1.9	-1	-2	0	2	-5	-0.3	-2
42	CCOc1ccc(S(=O)(=O)N2CCCCC2)cc1NC(=O)Cc1cccs1	18	1.5	-7	-3	6	5	2	-0.1	2
43	N#CC(C#N)=Cc1cc2ccccc2nc1N1CCOCC1	5	1.4	2	-1	-3	1	1	0.2	-2
44	CSC1CCCCC1(O)CSc1nc2c(cc1C#N)CCCC2 (stereo not given)	6	0.0	3	-4	-2	0	-1	-0.3	-1
45	O=C1N=C(N2CCCCC2)S/C1=C\c1ccc(Cl)cc1	10	3.4	0	0	4	10	-2	0.2	6
46	COC(CNc1cc(=O)oc2ccccc12)OC	-4	0.0	0	-1	3	2	-2	0.2	10
47	O=C(CSc1ccc(-c2ccco2)nn1)NCCc1ccccc1	1	1.1	2	-3	-2	0	2	-0.1	-9
48	CCNC(=O)CC1C(=O)N(c2ccccc2)C(=O)N1CCC(C)C (stereo not given)	-5	0.1	0	1	-9	9	-5	-0.1	1
49	COc1cccc(N2CCC(N3CCN(C)C(CCO)C3)CC2)c1 (stereo not given)	-6	3.5	1	-4	-11	10	4	0.1	-1
50	Nc1cccnc1Sc1cccc(Cl)c1	0	-2.5	8	-2	15	-6	-2	0.1	5
51	CSc1nnc(SCC2=NNC(=O)SC2)s1	-13	0.2	-1	-3	-17	8	-5	-0.1	5
52	CCc1ccc(S(=O)(=O)NC(=S)Nc2ccccc2)cc1	0	-0.7	2	0	-4	10	-4	0.0	7
53	COc1cc(CNC(C)(C)C)ccc1OCC(=O)NC(C)(C)C	2	-2.9	3	1	6	18	0	0.2	-5
54	O=C(C[n+]1ccccc1)N/N=C/c1cccs1	-2	0.0	-2	-1	2	-10	2	0.0	-3
55	Cc1cc(C)nc(NC(=O)c2ccc(C)c([N+](=O)[O-])c2)n1	-9	1.9	0	-3	-13	14	4	0.2	0
56	CC(=O)NCCOC(=O)c1nn(Cc2ccccc2)c(=O)c2ccccc12	8	3.1	-4	-2	-4	-5	1	0.0	4
57	Cc1ccc(C(=O)NC(C)c2ccncc2)o1 (stereo not given)	3	2.2	-2	-3	5	4	0	0.1	4
58	O=C(NCCO)C1COc2ccccc2O1 (stereo not given)	4	0.7	-3	0	-1	-14	1	-0.1	-5
59	CCCS(=O)(=O)N1CCC(C(=O)N2CCc3ccccc3C2)CC1	4	0.0	1	-5	7	7	1	-0.1	-4
60	CC(C)Cc1nc2sc3c(c2c(=O)n1N)CC(C(C)C)OC3 (stereo not given)	0	-0.1	4	0	7	6	-2	-0.1	2
61	O=C(CSc1nnc(Cn2cnc3ccccc32)o1)c1ccccc1	-2	-0.2	-2	4	-5	-4	-4	0.0	-6
62	CC(=O)Nc1ccc(S(=O)(=O)Nc2ccccc2C(=O)N2CCCC2)cc1	-8	-1.6	-6	4	-8	-5	-2	0.2	-4
63	CC(=O)c1c(C)n(-c2ccccc2)c2ccc(OCC(N)=O)cc12	5	1.7	-3	1	2	-2	5	0.1	-8

# Reprinted from the results shown, 3 compounds:
cpd	mol	core dimer inh	PP5 primary	Fh CTSL1 inh	PP1 inh	JMJD2C inh	PREPL inh	TPT1 inh	Efflux pump inh	LYPLA2 inh
61	O=C(CSc1nnc(Cn2cnc3ccccc32)o1)c1ccccc1	-2	-0.2	-2	4	-5	-4	-4	0.0	-6
62	CC(=O)Nc1ccc(S(=O)(=O)Nc2ccccc2C(=O)N2CCCC2)cc1	-8	-1.6	-6	4	-8	-5	-2	0.2	-4
63	CC(=O)c1c(C)n(-c2ccccc2)c2ccc(OCC(N)=O)cc12	5	1.7	-3	1	2	-2	5	0.1	-8
